Screens (PubChem BioAssay)
TAAR1 antagonist = human TAAR1 antagonism; 1.5% of 360,000 active; CHO RD-HGA16 TAAR1, Fluo-8 calcium fluorescence, antagonist; inhibition, % at 3 µM;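 active = inhibition above a per-plate cutoff, the mean inhibition of test compounds on that plate plus 3 SD, cut at about 49% in these data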;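 also: 0% = DMSO plus EC80 beta-PEA response and 100% = DMSO alone without agonist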
Target sequence (Q96RJ0 whole entry, looked up): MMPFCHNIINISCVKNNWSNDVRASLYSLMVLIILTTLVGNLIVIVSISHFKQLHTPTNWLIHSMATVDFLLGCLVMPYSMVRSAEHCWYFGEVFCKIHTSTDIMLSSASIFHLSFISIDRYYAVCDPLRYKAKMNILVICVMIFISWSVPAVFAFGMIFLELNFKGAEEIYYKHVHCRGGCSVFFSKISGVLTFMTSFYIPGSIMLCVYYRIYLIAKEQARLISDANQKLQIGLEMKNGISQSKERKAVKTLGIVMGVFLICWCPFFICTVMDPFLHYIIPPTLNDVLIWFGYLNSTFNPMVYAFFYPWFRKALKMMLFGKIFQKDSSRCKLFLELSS
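System: RD-HGA16 CHO cells with stable hTAAR1 and Gα16 | Probe or stimulus: EC80 β-phenethylamine stimulus | Dosing: 3 µM, single point | Times: Dye loading 75 min at 37 °C, then 30 min room temperature | Measured by: Fluo-8 calcium-sensitive fluorescence | Read-out basis: % inhibition of agonist calcium response | Replicates: n of 1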
OXTR ag = human OXTR agonism. CHO-OTR cells, Fluo-8 calcium fluorescence; normalized: DMSO 0%, oxytocin 100%. activation, % at 3 µM. 0.32% of 320,000 active. P30559;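 active = activation above the mean of all tested compounds plus 3 SD, cutoff set per screening run, cut at about 20% in these data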;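 also: peak over basal fluorescence ratio from a 100 s FLIPR kinetic read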
CHO-K1 Ca antag = counter-screen for M1 antagonists: effect in parental CHO-K1 cells. ATP-induced calcium, Fluo-8 fluorescence. inhibition, % at 3 µM. 0.6% of 360,000 active. AID 602250;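 active = inhibition above a per-plate cutoff, the plate's mean sample inhibition plus 3 SD, cut at about 24% in these data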;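 also: 0% = DMSO plus EC80 ATP and 100% = DMSO alone without ATP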
M1 PAM parental = counter-screen for M1 PAMs: effect in parental CHO-K1 cells; ATP EC20, Fluo-8 calcium fluorescence; 0% at ATP EC20, 100% at ATP max; activation, % at 3 µM; 0.02% of 360,000 active;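 active = activation above the run cutoff, the mean activation of all test compounds plus 3 SD, cut at about 40% in these data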;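 also: peak over basal fluorescence ratio in a 140 s read after ATP addition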
OXTR potentiate = potentiates the human oxytocin receptor response; P30559; 0.061% of 320,000 active; AID 2445; CHO-OTR cells, Fluo-8 calcium fluorescence, potentiator mode; 0% = oxytocin EC15, 100% = EC100; activation, % at 3 µM;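 active = activation above that plate's cutoff, the mean activation of tested compounds plus 3 SD, cut at about 6.6% in these data, passing the limit was not always enough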;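 also: 100% uses oxytocin at 75 nM as the full agonist control; some results filed as inactive read as strong as hits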
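Replication – single well per compound, singlicate · Assay system – CHO cell line stably expressing human OTR · Timing – 6 min pre-incubation, 100 s read · Measure – normalized max/min fluorescence ratio, % activation · Doses – 3.0 µM, one dose · Detection – Fluo-8 calcium dye fluorescence · Probe or stimulus – oxytocin near EC15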
V1R ag counter = activates human V1a receptor in oxytocin agonist counter-screen; 0.25% of 320,000 active; P37288; activation, % at 3 µM; AID 2797; CHO-V1R cells, Fluo-8 calcium fluorescence, agonist mode; 0% DMSO, 100% 3 nM vasopressin;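 active = activation above the mean activation of all tested compounds plus 3 SD, per screening run, cut at about 20% in these data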;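 also: signal is peak over basal fluorescence ratio across a 100 second FLIPR read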
Target sequence (P37288 whole entry, looked up): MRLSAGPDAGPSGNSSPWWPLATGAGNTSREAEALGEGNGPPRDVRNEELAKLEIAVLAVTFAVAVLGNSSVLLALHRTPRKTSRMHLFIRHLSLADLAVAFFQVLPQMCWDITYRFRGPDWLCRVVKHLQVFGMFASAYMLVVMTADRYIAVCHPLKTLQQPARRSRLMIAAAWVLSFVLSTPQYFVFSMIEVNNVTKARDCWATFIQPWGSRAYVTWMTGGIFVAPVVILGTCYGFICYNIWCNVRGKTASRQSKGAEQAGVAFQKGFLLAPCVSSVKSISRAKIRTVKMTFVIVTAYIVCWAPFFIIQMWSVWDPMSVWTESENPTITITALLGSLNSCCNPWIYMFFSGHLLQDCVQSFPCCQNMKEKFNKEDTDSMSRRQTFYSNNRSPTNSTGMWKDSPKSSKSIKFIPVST
CHO-K1 Ca ag = M1 agonist counterscreen hit in parental CHO-K1 cells. activation, % at 3 µM. Fluo-8 calcium fluorescence; scaled to maximal ATP response, vehicle zero. 0.48% of 360,000 active; in the data active = activation above about 15%;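 also: untransfected CHO-K1 host cells lacking M1 receptor as counterscreen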
GPR7 antagonist = blocks human GPR7 receptor signaling; P48145; GPR7-expressing cells, fluorescence antagonist assay; inhibition, % at 4.4 µM; 1.1% of 290,000 active; in the data active = inhibition above about 16%, passing the limit was not always enough;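 also: cells stimulated with the agonist NPW; 0% = agonist with vehicle and 100% = vehicle without agonist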
Target sequence (P48145 whole entry, looked up): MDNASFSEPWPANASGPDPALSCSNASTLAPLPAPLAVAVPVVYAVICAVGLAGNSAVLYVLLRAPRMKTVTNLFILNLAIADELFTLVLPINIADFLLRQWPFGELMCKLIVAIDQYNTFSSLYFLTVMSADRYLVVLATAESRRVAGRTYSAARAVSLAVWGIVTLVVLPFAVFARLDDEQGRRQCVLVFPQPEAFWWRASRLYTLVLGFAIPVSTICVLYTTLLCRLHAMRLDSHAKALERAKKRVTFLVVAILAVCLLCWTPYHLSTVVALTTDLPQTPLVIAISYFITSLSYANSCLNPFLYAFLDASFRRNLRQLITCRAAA
CHO parental Ca = signal in parental CHO cells, OX1R antagonist counter-screen; parental CHO-K1, ATP-induced calcium, Fluo-8 fluorescence; inhibition, % at 5.6 µM; 0.63% of 330,000 active; AID 463079;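 active = inhibition above that plate's mean sample inhibition plus 3 SD, cut at about 26% in these data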;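 also: 0% = ATP-challenged DMSO wells and 100% = DMSO wells without ATP; some compounds past the cut are filed as inactive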
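Measured by: calcium-sensitive Fluo-8 fluorescence / Test system: CHO parental line / Controls: ATP-challenged DMSO wells low, unchallenged DMSO wells high / Measure: % inhibition / Compound: single nominal dose of 5.6 µM per compound / Replicates: single well per compound, no replicates / Reagent: ATP as calcium-mobilizing challenge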
An asterisk follows results filed as active; / = no result given.

Every second line gives: TAAR1 antagonist	OXTR ag	CHO-K1 Ca antag	M1 PAM parental	OXTR potentiate	V1R ag counter	CHO-K1 Ca ag	GPR7 antagonist	CHO parental Ca
O=C(CCNS(=O)(=O)c1ccccc1)OCC(=O)c1ccc(Cl)cc1
  18	10	-1	1	-15	7.9	13	/	12
O=C(CNC(=O)C1CCCCC1)OCC(=O)c1ccc(Br)cc1
  -4	/	3	-2	/	/	2.2	-1	/
O=S(=O)(Nc1ccccc1O)c1cccc2cccnc12
  9	7.8	-9	17	-3	10	7.7	4	17
COC(=O)CN1C(=S)N(c2ccc(Cl)cc2)C(=O)C1CC(=O)Nc1ccc(F)cc1 (stereo not drawn)
  10	6.6	-12	17	-18	3.2	1.6	13	-2
O=C(NC1CC1)C1CCN(c2ccc(S(=O)(=O)N3CCOCC3)cc2)CC1
  /	0.3	-9	5	-5	0.1	0.4	1	-2
CC(C)CC(OC(=O)CC1Sc2ccccc2NC1=O)C(=O)NC1CCCC1 (stereo not drawn)
  9	-2.4	-9	5	-6	0.0	1.1	-8	-35
CSc1ccccc1NC(=O)CN(C)C(=O)c1cccc(S(=O)(=O)N(C)C)c1
  7	-0.1	0	18	-10	0.7	0.2	5	0
CC1CC(C)CN(CCOCCSc2ccc(Cl)cc2)C1 (stereo not drawn)
  -6	8.6	-2	7	-8	5.3	2.7	18	-27
C[C@H]1COC(=O)[C@@H](CC(=O)OC(C)(C)C)C/C=C\C[C@@H](CC(=O)N(CCO)Cc2ccccc2)C(=O)N1
  14	0.6	-6	-2	-2	0.6	0.0	/	-3
COc1ccc(N2CCN(CCNC(=O)CCC(=O)NNc3nc4ccccc4c4nc(C)nn34)CC2)cc1
  /	0.8	-14	9	-7	2.5	1.6	-11	-22
O=C(CN1CCN(Cc2ccccc2)CC1)N=Nc1c(O)[nH]c2ccccc12
  7	-0.4	6	5	-3	-0.9	0.0	-6	-14
O=C(N/N=C\c1ccc(-c2ccccc2[N+](=O)[O-])o1)C1COc2cc3ccccc3cc2O1 (stereo not drawn)
  17	5.6	1	7	-8	1.0	0.6	9	2
CC(C)CN1C(=O)NC(NC(=O)c2ccco2)(C(F)(F)F)C1=O (stereo not drawn)
  -8	-0.9	-5	7	-12	0.0	-0.3	3	-12
O=C(Nc1ccc(N2CCCC2)cc1)c1ccc2ccccc2c1
  3	-2.1	-6	12	-9	-0.7	0.9	0	-10
CCCOc1ccc(C(C)=O)cc1Cc1c(O)nc(SC)[nH]c1=O
  -22	0.5	-10	10	-5	0.2	0.2	-12	-1
O=C1C2C3CCC(C3)C2C(=O)N1c1ccc2ccccc2c1 (stereo not drawn)
  -23	5.1	-11	-7	-3	0.6	2.1	-3	-8
CCCCSc1nnc(CCC)n1N
  19	0.8	-7	15	0	0.8	0.0	2	2
O=C(Nc1ccc(S(=O)(=O)N2CCCCC2)cc1)c1ccncc1
  0	4.2	18	-8	-18	5.4	1.0	14	-1
COc1ccc(NS(=O)(=O)c2cccc(Cl)c2Cl)cc1S(=O)(=O)N1CCCCC1
  22	0.6	-8	18	-6	2.6	4.1	-6	-35
COC(=O)CCC(C(=O)CN1C(=O)c2ccccc2C1=O)N1C(=O)c2ccccc2C1=O (stereo not drawn)
  15	/	6	-22	/	/	-0.2	/	/
COc1cc(O)cc2c1[C@@H]1Oc3c(ccc(O)c3CC=C(C)C)[C@@H]1CO2
  13	0.2	-12	9	-6	0.9	0.6	/	0
COCCN(C(=O)Cn1nnc2ccccc21)C(C(=O)NC1CCCC1)c1cc(OC)ccc1OC (stereo not drawn)
  -12	-0.7	1	4	-12	-0.3	-0.1	7	-10
CC1=C(C(N)=O)C(c2ccccc2F)NC(=O)N1 (stereo not drawn)
  -3	1.0	-6	13	-12	0.7	0.3	2	3
COCCN(C(=S)Nc1ccc(OC)cc1)C1CCN(C(C)C)CC1
  -3	0.6	-8	11	1	0.0	0.5	-11	-5
CCC(=O)C1=C(O)C(c2cccc(Oc3ccccc3)c2)CCC1=O (stereo not drawn)
  10	1.4	21	-14	-13	4.1	0.4	-3	-8
COc1ccc(OC)c(CNc2ncc(-c3ccc(F)cc3)n2C)c1
  -19	/	-13	12	/	/	1.9	17	/
Cc1cccc(NC(=O)c2ccc(C)c(S(=O)(=O)N3CCCCC3)c2)n1
  -18	-1.7	1	-1	3	-1.1	1.2	/	-21
CC(C)[C@H](CO)Nc1nc(NCc2ccc(S(N)(=O)=O)cc2)c2ncn(C(C)C)c2n1
  -2	0.4	8	-19	-7	-0.4	0.0	/	-7
Cc1cc(C(=O)NN=C2CCCCCC2)c(C)o1
  -12	-1.6	-6	8	-11	-0.3	0.4	-10	-3
c1coc(CNC2C3CC4CC(C3)CC2C4)c1 (stereo not drawn)
  -6	1.9	-12	15	1	0.1	0.7	-5	-8
Cc1cc(/C=C(\C#N)C(=O)O)c(C)n1-c1ccc(Br)cc1
  -18	0.3	-7	9	-1	0.0	0.3	-11	1
CC(=O)Nc1ccccc1-c1nc2ccccc2nc1OCC(=O)c1ccc2ccccc2c1
  -4	-0.1	-17	1	-6	1.9	1.1	-2	-11
CC(=O)N1CCN(c2ccc(NC(=S)NC(=O)c3ccc(C)c([N+](=O)[O-])c3)cc2)CC1
  -31	5.7	-5	10	-15	8.1	4.9	-4	-9
CCc1ccc2c(Cl)c(C(=O)N/N=C/c3c[nH]c4ccccc34)sc2c1
  35	0.5	0	-8	-2	1.1	-0.1	-12	-15
CCOc1ccc2[nH]c(=O)c(CN(Cc3ccc(F)cc3)C(=O)N3CCCC3)cc2c1
  1	-1.3	-25	15	1	0.1	0.0	4	-19
Cc1ccc(C(=O)c2coc3ccc(O)cc23)cc1
  -19	/	-8	-14	/	/	-1.7	-9	/
Cc1ccccc1Nc1nc(Cl)c(C=O)s1
  11	0.0	-8	7	-3	1.3	0.6	2	-1
CC1(c2ccc(NC(=O)c3ccccc3F)cc2)CC1(Cl)Cl (stereo not drawn)
  19	0.1	-12	8	-5	0.8	0.7	1	-10
CCCCn1nnnc1C(c1cc2ccccc2o1)N1CCN(c2cc(C)nc3ccccc23)CC1 (stereo not drawn)
  -19	/	-2	11	/	/	1.8	/	/
COC(=O)CN(c1ccccc1F)S(=O)(=O)c1ccccc1
  -23	-2.3	-1	0	-5	-0.6	0.0	-19	-13
O=C(Nc1ccc(Br)cc1)c1ccc(N2C(=O)C3CC=C(Cl)CC3C2=O)cc1 (stereo not drawn)
  11	0.1	3	11	-11	1.6	0.9	-3	-7
CN(C)S(=O)(=O)c1cccc(NC(=O)CNCc2ccccn2)c1
  0	0.5	-7	15	1	0.7	0.5	-3	-10
CCN1C=C(C(=O)c2ccccc2)C(=O)CC1
  -2	/	-12	17	/	/	0.9	/	/
O=C(C1CCCN(CCCc2ccccc2)C1)N1CCCCCC1 (stereo not drawn)
  6	0.1	1	4	1	-0.1	0.2	-2	-18
CC(=O)c1cccc(NC(=O)CSc2ccc(-c3sc(C)nc3C)nn2)c1
  20	1.8	-9	-1	-10	6.2	8.7	8	-20
O=C(NC1CCCC1)C(c1ccncc1)N(C(=O)c1csnn1)c1ccccc1 (stereo not drawn)
  -16	-1.0	-14	10	2	-0.1	-0.6	-4	-14
Cc1ccc(NC(=O)CCNS(=O)(=O)c2ccccc2)cc1S(=O)(=O)N1CCOCC1
  4	-0.7	3	-22	-7	-0.3	0.5	/	-11
Cc1ccc(C2CC(=O)N3CN(c4ccc(Br)cc4)CSC3=C2C#N)o1 (stereo not drawn)
  -15	0.1	-7	2	-3	-0.1	0.3	16	1
COc1ccc(CCNC(=O)C(=O)c2c(C)n(C)c3ccccc23)cc1OC
  -13	0.4	-18	11	0	0.0	1.8	-11	-17
CC[C@]12c3[nH]c4cc(-c5ccco5)ccc4c3CCN1C(=O)[C@@H](CC(=O)NC/C=C(\C)CCC=C(C)C)C[C@@H]2C(=O)N1CCN(C(=O)C2CC2)CC1
  -32	/	-14	12	/	/	-0.1	/	-17

Grouped by structure, those above with a cyano group
Every second line gives: TAAR1 antagonist	OXTR ag	CHO-K1 Ca antag	M1 PAM parental	OXTR potentiate	V1R ag counter	CHO-K1 Ca ag	GPR7 antagonist	CHO parental Ca
Cc1cc(/C=C(\C#N)C(=O)O)c(C)n1-c1ccc(Br)cc1
  -18	0.3	-7	9	-1	0.0	0.3	-11	1
Cc1ccc(C2CC(=O)N3CN(c4ccc(Br)cc4)CSC3=C2C#N)o1 (stereo not drawn)
  -15	0.1	-7	2	-3	-0.1	0.3	16	1

Next compounds.
Every second line gives: TAAR1 antagonist	OXTR ag	CHO-K1 Ca antag	M1 PAM parental	OXTR potentiate	V1R ag counter	CHO-K1 Ca ag	GPR7 antagonist	CHO parental Ca
Cc1ccc(C)c(N2CCN(S(=O)(=O)c3ccc4c(c3)NC(=O)CC(=O)N4)CC2)c1
  -10	-1.3	-15	33	-5	0.6	0.1	-12	-6
Cc1ccc(-n2ncc(C#N)c2/N=C/N2CCOCC2)cc1
  -11	-0.1	2	12	-3	0.7	0.1	-14	-6
CC1(C(=O)NS(=O)(=O)c2ccccc2)CCN1C(=O)CC1CC1 (stereo not drawn)
  8	/	-21	16	/	/	0.8	/	/
COCCNc1ncnc2nc[nH]c12
  -21	1.5	-8	-4	-10	1.2	-0.2	-14	8
COC(=O)c1cccc(NC(=O)NC(=O)c2ccccc2Cl)c1
  -29	-1.2	-3	0	-10	-1.1	-0.1	4	-19
Cc1cc(C)nc(NC(=O)CN2C(=O)c3ccccc3S2(=O)=O)n1
  -22	1.0	5	2	5	0.5	-0.1	/	5
Cc1cccc(NC(=O)CN2CCN(C(=O)C3CCC3)CC2)c1C
  0	1.1	-14	8	6	0.6	0.7	/	-13
FC(F)(F)Oc1ccc(NC(=S)NCc2ccccc2)cc1
  16	4.1	26*	-14	-15	8.7	8.3	-9	12
COc1cc(OC)c(C(=O)OCC(=O)N2CCN(S(=O)(=O)c3ccc(C)cc3C)CC2)cc1OC
  27	/	-23	17	/	/	1.8	/	/
NC(=O)NCc1ccc(Cl)cc1
  0	0.8	0	-2	3	0.9	-0.2	-13	0
COc1ccc(C(=O)N(CC2CCCO2)C(C(=O)NC2CCCC2)c2ccc(C)cc2)cc1OC (stereo not drawn)
  -8	-0.9	-4	20	-2	0.1	0.5	-10	-7
C=CCNc1c2c(nc3ncnn13)CC(C)CC2 (stereo not drawn)
  9	-1.2	-23	22	3	-0.1	0.5	-3	-13
Cc1ccc(C)c(NC(=O)C(c2ccccc2)N2CCOCC2)c1 (stereo not drawn)
  -8	-1.6	-3	-4	-4	-0.8	0.0	-5	-1
Cc1ccc(NC(=O)c2cc(S(=O)(=O)N3CCOCC3)cn2C)c(C)c1
  -5	0.0	8	-11	-1	0.1	-0.4	-2	-8
